GLP1R ag = GLP-1 receptor (human) agonism; 380,000 compounds, 0.007% hits; Potency, µM (highest dose often 45.6 µM), inactives show top-dose activation, actives largely listed as activators; HEK293 GLP-1R CRE-luciferase, luminescence, 4-6 h; cells express a hypersensitive GLP-1R form; note: potency is the fitted concentration of half-maximal effect; % of control where 0% means no effect
Target sequence (P43220 whole entry, looked up): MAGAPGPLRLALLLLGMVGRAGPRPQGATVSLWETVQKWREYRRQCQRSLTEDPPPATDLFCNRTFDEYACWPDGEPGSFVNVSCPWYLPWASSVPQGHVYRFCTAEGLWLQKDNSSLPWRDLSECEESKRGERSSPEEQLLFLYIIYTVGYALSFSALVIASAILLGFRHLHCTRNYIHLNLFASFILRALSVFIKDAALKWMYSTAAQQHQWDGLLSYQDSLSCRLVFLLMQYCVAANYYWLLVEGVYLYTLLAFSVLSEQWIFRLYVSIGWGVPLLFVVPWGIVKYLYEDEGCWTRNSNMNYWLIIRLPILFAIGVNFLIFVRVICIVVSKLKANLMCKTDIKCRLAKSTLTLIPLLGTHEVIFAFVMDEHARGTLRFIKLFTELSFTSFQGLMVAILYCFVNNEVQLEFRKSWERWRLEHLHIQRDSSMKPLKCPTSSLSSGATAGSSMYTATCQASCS
TDP-43 yeast inh = rescues yeast growth from TDP-43 toxicity; TDP-43 expressing yeast growth rescue, BacTiter-Glo, 24 h; Potency, µM (series often up to 46.1 µM), for inactives: at the top dose growth rescue (activation), actives largely listed as activators; 410,000 compounds, 1.8% hits; note: potency is the fitted concentration of half-maximal effect; % of control where 0% means no effect; nearly all actives have a fitted effect of over 50% in size
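Yeast cells expressing TDP-43 under galactose induction are exposed to compounds for 24 hr at 30 deg C. BacTiter-Glo luminescence measures growth, so protective compounds score as activators.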
PTHR1 agonist = agonists of human PTHR1 parathyroid hormone receptor; 410,000 compounds, 0.075% hits; HEK293 GP2 PTHR1 cells, GloSensor cAMP luminescence, 1 h; Potency, µM (series often up to 115 µM), without a hit: at the highest dose activation, most hits filed as activators; Q03431; note: potency is the fitted concentration of half-maximal effect; nearly all actives have a fitted effect of over 55% in size; some results filed as inactive show a strong effect at the top dose; inactives centre near -15; many of its hits are not listed in these tables
Target sequence (Q03431 whole entry, looked up): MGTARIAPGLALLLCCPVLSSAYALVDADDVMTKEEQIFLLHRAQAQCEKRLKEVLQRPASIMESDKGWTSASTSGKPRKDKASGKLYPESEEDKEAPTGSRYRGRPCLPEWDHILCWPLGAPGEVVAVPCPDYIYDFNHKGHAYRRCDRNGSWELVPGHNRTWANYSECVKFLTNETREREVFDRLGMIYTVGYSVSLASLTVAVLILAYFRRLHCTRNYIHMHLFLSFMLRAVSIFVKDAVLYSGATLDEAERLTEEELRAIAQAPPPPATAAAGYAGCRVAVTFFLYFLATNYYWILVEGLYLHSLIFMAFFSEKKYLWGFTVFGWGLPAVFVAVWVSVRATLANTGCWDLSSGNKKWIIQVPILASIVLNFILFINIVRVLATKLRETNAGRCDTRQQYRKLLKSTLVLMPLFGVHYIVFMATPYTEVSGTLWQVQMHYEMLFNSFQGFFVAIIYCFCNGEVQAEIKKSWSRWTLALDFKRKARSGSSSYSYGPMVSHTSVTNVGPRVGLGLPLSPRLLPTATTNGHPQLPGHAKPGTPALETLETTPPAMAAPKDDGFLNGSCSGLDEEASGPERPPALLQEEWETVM
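HEK-293-derived GP2 cells expressing PTHR1 and a GloSensor cAMP reporter, 3,000/well, plated overnight, given luciferin plus IBMX (each 0.5 mM as added) for 1 h at 37 °C, then compound for 1 h at 37 °C. Luminescence was read after 15 min at room temperature.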
DRD3 agonist = agonists of human D3 dopamine receptor; P35462; D3R DiscoveRx beta-arrestin cells, luminescence, 90 min; max activation, %; 410,000 compounds, 0.58% hits; AID 652048; in the data active = max activation above about 30%; note: 0% is about no effect; mostly tested at two doses, the higher about 12 µM
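Cells at 1500/well, incubated overnight, then treated with pinned compounds (dopamine as control) for 90 min at 37 degrees C. DiscoveRx reagent added for 30 - 60 minutes at room temperature; luminescence read.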
GLP-1R inv ag = GLP-1 receptor (human) inverse agonism; P43220; HEK293 GLP-1R CRE-luciferase, luminescence, 24 h; GLP-1R form is constitutively active; Potency, µM (doses to about 38.3 µM), inactives show at the highest dose activity change, negative = inhibition, actives largely listed as inhibitors; 410,000 compounds, 1.6% hits; AID 624417; note: potency is the fitted concentration of half-maximal effect; % is set by controls: 0 for no effect and ±100 for the full control effect; nearly all actives have a fitted effect of over 55% in size
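Assay principle: reduced luminescence from a cAMP-responsive reporter in HEK293 cells co-expressing a constitutively active GLP-1R. Conditions: 24 hr compound incubation, 37 deg C, 5% CO2.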
KB-V1 cytotox = kills drug-selected multidrug resistant KB-V1 cells; KB-V1 MDR cells viability, CellTiter-Glo, 72 h; Potency, µM (series often up to 46.1 µM), for the others: top-dose activity change, negative = cytotoxicity, actives largely listed as cytotoxic; 400,000 compounds, 3.4% hits; AID 1347076; note: potency is the fitted concentration of half-maximal effect; % is set by controls: 0 for no effect and ±100 for the full control effect; nearly all actives have a fitted effect of over 60% in size
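qHTS viability screen in drug-selected KB-V1 MDR cells: 72 h compound treatment at 37 degrees C, ATP luminescence end point.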
HEK293 tox = cytotoxicity in counter-screen for GLP-1R inverse agonists; HEK293 cAMP-luciferase reporter cells, luminescence, 24 h; Potency, µM (highest dose often 38.3 µM), without a hit: at the highest dose activity change, negative = inhibition, most hits filed as inhibitors; 410,000 compounds, 0.13% hits;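 note: loss of luciferase light is scored as toxicity; potency is the fitted concentration of half-maximal effect; % is set by controls: 0 for no effect and ±100 for the full control effect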
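Quantitative HTS format, 1536 wells, 200 cells/uL seeded. Compounds: 23 nL, 24 h, 37 °C. Detection: luciferase reagent, luminescence at 12 min RT; decreased signal taken as cytotoxic.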
D3 antag = blocks the human D3 dopamine receptor; P35462; D3R cells, DiscoveRx beta-arrestin luminescence, antagonist mode; active compounds read low; max response, negative = inhibition, %; 360,000 compounds, 2.5% hits; AID 652054; in the data active = max response below about -50%; inconclusive = no clear call, values can overlap the other calls; note: % is set by controls: 0 for no effect and ±100 for the full control effect; mostly tested at two doses, the higher about 12 µM
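Cells plated overnight at 1500 cells/well, then exposed to library compounds with dopamine controls for 90 minutes at 37 degrees C. DiscoveRx reagent added for 30–60 minutes at room temperature; luminescence read, quantitative HTS format.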
aSyn yeast inh = alpha-synuclein toxicity inhibition in yeast; Yeast expressing alpha-synuclein, growth rescue, BacTiter-Glo, 24 h; Potency, µM (top dose mostly 46.1 µM), without a hit: at the top dose growth rescue (activation), actives largely listed as activators; 370,000 compounds, 0.14% hits; note: potency is the fitted concentration of half-maximal effect; % of control where 0% means no effect; nearly all actives have a fitted effect of over 65% in size
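Screening used galactose-induced yeast with toxic alpha-synuclein levels, exposed to compound for 24 hr at 30 deg C. Cell growth, read with BacTiter-Glo luminescence, gave the measured signal.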
Numbers without * were called inactive; i = inactive; ? = inconclusive; nt = no result given; & = joins results of further samples; [ ] = dose if it differs, or a comment. Unless noted, calls come from the whole dose curve; as a rule, active = well fitted curve in the direction sought with a large enough effect; inconclusive = small, poorly fitted or top-dose-only effect, or another doubt; inactive = no such curve, though single readings can be large; an effect the other way counts as inactive or inconclusive. Not all compounds are listed. The share of hits here may be higher or lower than overall.

no.	Structure	GLP1R ag	GLP-1R inv ag	KB-V1 cytotox	HEK293 tox	D3 antag	aSyn yeast inh	TDP-43 yeast inh	DRD3 agonist	PTHR1 agonist
1	CCC1(c2ccccc2)NC(=O)N(CC(=O)NCC2COc3ccccc3O2)C1=O (stereo unspecified)	-5.2%	?	-6.1%	-1.0%	9.7	-2.0%	-0.8%	5.7	-7.9%
2	Cc1ccc(Cl)cc1NC(=O)COC(=O)C1CCCCC1	-0.3%	0.3%	20.1%	-14.3%	3.3	8.0%	?	4.6	i
3	COc1cc(C(Nc2ccc3c(c2)OCO3)C(=O)NC2CCCCC2)cc(OC)c1OC (stereo unspecified)	-9.9%	?	-5.1%	5.3%	?	0.2%	-2.9%	-12.8	-6.3%[57.5 µM]
4	Nc1nc(Sc2ccc([N+](=O)[O-])cc2[N+](=O)[O-])n[nH]1	1.7%	6.2%	11.4%	-6.4%	-17.0	-10.6%	10.0%	3.6	i
5	CC1(C)CC(=NOC(=O)c2ccccc2)CC(C)(C)N1	-12.9%	-1.4%	-5.4%	-9.4%	11.1	-1.1%	-17.0%	-5.4	i
6	O=C(Nc1ccc2nccnc2c1)Nc1ccccc1Cl	18.5%	8.7%	0.0%	31.3%[activator]	-3.0	-1.4%	-0.8%	-1.3	-6.6%
7	Cc1ccc(CN2CC(N3CCN(C4CCN(C)CC4)CC3)CS2(=O)=O)cc1 (stereo unspecified)	4.4%	-20.3%	25.1%	1.3%	?	-9.3%	21.7%	-4.8	-24.7%
8	CC(C)CC(=O)c1c[nH]c(C(=O)N2CCN(Cc3ccccc3)CC2)c1	7.2%	11.0%	4.8%	-8.4%	7.2	-8.3%	-17.2%	5.8	i
9	CCOC(=O)N1CCN(c2c(N3CC=C(c4ccccc4)CC3)c(=O)c2=O)CC1	-4.6%	9.6%	1.7%	-27.2%	0.0	1.5%	12.4%	-9.3	i
10	CCN(Cc1cccs1)C(=O)CN1C(=O)NC(c2ccccc2)(c2ccccc2)C1=O	-3.0%	?	2.1%	2.7%	-11.7	-0.7%	4.8%	-5.6	-11.5%
11	COc1cccc(N2CC(NS(=O)(=O)c3ccc(Cl)cc3)CC2=O)c1 (stereo unspecified)	0.8%	?	-8.0%	-17.6%	14.2	2.2%	2.9%	-6.1	i
12	COC(=O)CSc1[nH]c2cc(C)ccc2c1[N+](=O)[O-]	-1.2%	-15.6%[7.66 µM]	4.8%	1.8%[7.66 µM]	10.5	11.2%	-23.5%	1.1	-61.4%[inhibitor]
13	COc1ccc(OC)c(NC(=O)CCc2nc(-c3ccc(C)cc3)no2)c1	2.0%	-23.5%	?	-5.1%	nt	nt	-1.1%	-4.1	-25.8%
14	CC(=O)Nc1ccccc1NC(=O)C/C(C)=N/NC(=O)c1ccccn1	-2.9%	0.3%	2.7%	5.6%	-1.2	1.1%	17.7%	-0.6	-0.1%
15	CC(=O)c1sc(NC(=O)CCOc2ccccc2)nc1C	4.7%	20.5%	?	-0.4%	3.0	1.4%	?	12.5	-19.8%
16	Cc1ccc(C)c(-n2sc3ccc(F)cc3c2=O)c1	-2.3%	-36.1%	-13.6%	3.9%	-80.6*	-85.6%[inhibitor]	-93.7%[inhibitor]	-1.2	-36.7%[inhibitor]
17	N#CCC(CNc1ncc(C(F)(F)F)cc1Cl)OC(=O)c1ccc(Cl)cc1Cl (stereo unspecified)	8.4%	?	20.5%	-10.0%	20.5	-1.2%	20.6%	22.7	-14.1%[57.5 µM]
18	CC(C)C(=O)Nc1ccc(C(=O)NNC(=O)c2cccs2)cc1	-9.0%	14.3%	1.5%	2.5%	-21.0	-1.9%	1.6%	5.5	i
19	COc1ccccc1NC(=O)Cc1cccc2ccccc12	30.1%	?	-10.1%	-1.7%	-13.1	?	?	1.1	-8.5%
20	COc1ccc(C2NCCc3c2[nH]c2ccccc32)cc1COc1ccc(F)cc1 (stereo unspecified)	0.7%	?	?	?	-6.2	5.9%	2.9%	-9.6	i

Only aSyn yeast inh (two entries from above):
item | molecule | aSyn yeast inh
10 | CCN(Cc1cccs1)C(=O)CN1C(=O)NC(c2ccccc2)(c2ccccc2)C1=O | -0.7%
11 | COc1cccc(N2CC(NS(=O)(=O)c3ccc(Cl)cc3)CC2=O)c1 (stereo unspecified) | 2.2%

Taken from above:
Under aSyn yeast inh, no. 2 is entered as 8.0%
Under GLP1R ag, no. 1 is entered as -5.2%

(further entries)
no.	Structure	GLP1R ag	GLP-1R inv ag	KB-V1 cytotox	HEK293 tox	D3 antag	aSyn yeast inh	TDP-43 yeast inh	DRD3 agonist	PTHR1 agonist
21	O=C(Nc1ccc2c(c1)OCO2)C1CCN(C(=O)c2cccs2)CC1	-0.6%	1.1%	-3.2%	2.4%	18.2	-6.0%	17.1%	-4.8	-9.9%
22	Cc1ccc(NC(=O)N2CCN(c3nnc(C)c4c(C)n(-c5ccc(Cl)cc5)nc34)CC2)c(C)c1	nt	-6.4%	22.2%	-1.0%	nt	nt	21.2%	-14.4	-14.6%
23	CCOc1ccccc1NC(=O)CSc1nnc(CNC(=O)c2c(F)cccc2Cl)o1	-2.3%	0.1%	1.8%	-3.6%	15.2	4.8%	9.3%	-4.0	i
24	COc1ccc(CC(=O)NCC(c2cccs2)S(=O)(=O)c2ccc(C)cc2)cc1 (stereo unspecified)	nt	10.9%	0.2%	1.5%	nt	nt	-20.5%	-14.2	i
25	OCc1c(OCc2cccc(F)c2)ccc2ccccc12	21.3%	?	12.2%	-19.8%	5.4	2.6%	?	5.0	-9.5%
26	CCOC(=O)c1sc(NC(=S)NC(=O)c2ccc(OC)cc2)nc1C	-3.9%	8.1%	-21.9%	-3.6%	5.4	-1.7%	7.2%	1.2	i
27	CC(C)CCNC(=O)C1c2ccccc2Oc2ccccc21	-4.1%	-20.7%	0.0%	2.7%	15.4	1.5%	7.1%	-1.1	i
28	O=C(c1cccnc1)N1N=C(C2CC2)CC1(O)C(F)(F)F (stereo unspecified)	10.6%	?	1.3%	?	-1.7	-3.9%	-25.4%[0.397 µM]	-3.7	?
29	OC12CCCCC1C(c1ccc3c(c1)OCO3)N(Cc1ccccc1F)CC2 (stereo unspecified)	-5.8%	0.0%	17.7%	2.8%	-16.5	-7.7%	-11.5%	1.1	-0.5%[57.5 µM]
30	CCOC(=O)c1noc2ncnc(Nc3cc(Cl)c(OC)cc3OC)c12	nt	11.2%	0.0%	4.0%	nt	nt	20.1%	-11.3	-8.9%
31	O=C(NCC(=O)N(c1cccnc1)C(C(=O)NC1CCCC1)c1ccco1)c1cccs1 (stereo unspecified)	-2.3%	6.0%	1.4%	-7.6%	17.8	-1.4%	-20.7%	-1.5	i
32	O=C1CCCCCN1Cc1nnc(SCc2nc3ccccc3s2)n1-c1ccccn1	-2.7%	-0.3%	-8.7%	-0.7%	-29.6	-4.5%	3.8%	-5.2	-13.9%[57.5 µM]
33	CCN1CCN(c2nc3c(c(=O)[nH]c(=O)n3C)n2CCSc2nc3ccccc3s2)CC1	4.9%	15.7%	0.0%	4.2%	-28.5	0.0%	18.2%	-9.6	-17.9%
34	COc1ccc(S(=O)(=O)N2CCCCC2)cc1C(=O)Nc1cc(C)on1	2.4%	4.2%	?	0.0%	6.7	0.7%	20.5%	-1.4	i
35	Cc1noc(C)c1COC(=O)c1cc2ccccc2cc1O	13.7%	36.8%[activator]	?	-7.6%	12.5	0.1%	-4.3%	-4.4	-35.0%[inhibitor]
36	O=C(CN1CCN(c2ccc(F)cc2)CC1)c1cccs1	-1.4%	-26.7%	-0.1%	6.9%	-27.8	0.0%	-21.9%	-9.5	i
37	Cc1ccc(NCC(=O)N/N=C\c2ccc([N+](=O)[O-])o2)cc1	0.0%	16.0%	?	-10.5%	15.2	0.1%	?	2.8	i
38	Oc1c(C(c2ccccc2F)N2CCOCC2)sc2nc(-c3ccco3)nn12 (stereo unspecified)	nt	9.1%	-2.2%	21.6%	nt	nt	?	1.8	10.3%
39	COc1ccc(OCC(=O)N(Cc2cccc(OC)c2)C2CCS(=O)(=O)C2)cc1 (stereo unspecified)	nt	-3.0%	7.8%	-0.5%	nt	nt	0.0%	10.0	-22.2%
40	CCN1CCN(C(=S)Nc2cc(S(=O)(=O)N(CC)CC)ccc2C)CC1	-3.1%	0.2%	1.8%	-24.4%	10.0	6.0%	2.6%	3.2	i

Continuation:
no.	Structure	GLP1R ag	GLP-1R inv ag	KB-V1 cytotox	HEK293 tox	D3 antag	aSyn yeast inh	TDP-43 yeast inh	DRD3 agonist	PTHR1 agonist
41	O=C(C1CCCN(S(=O)(=O)c2cccc3nsnc23)C1)N1CCc2ccccc2C1 (stereo unspecified)	0.6%	8.6%	-17.5%	8.1%	0.6	8.1%	?	-2.7	-12.1%
42	COc1cccc(OC)c1C(=O)NNC(=O)c1ccc(F)cc1	0.7%	11.0%	?	-11.1%	-0.5	0.2%	11.7%	1.5	i
43	Cc1ccc(-c2cc(C(F)(F)F)c(C#N)c(=O)[nH]2)cc1	-19.0%	0.5%	-21.2%	-1.2%	32.3	-6.0%	-12.8%	-3.5	-40.6%[inhibitor]
44	Cc1ccc(C(=O)NCC2CCCO2)cc1[N+](=O)[O-] (stereo unspecified)	-4.3%	0.1%	9.2%	-4.8%	8.8	4.4%	6.8%	9.5	-16.8%
45	COc1ccc(CCNC(=O)c2cnn3cccnc23)cc1OC	?	0.0%	5.0%	18.2%	-14.0	2.5%	-10.5%	10.3	i
46	COc1ccc(NC(=O)/C=C/c2ccc(S(=O)(=O)N3CCOCC3)cc2)cc1	0.1%	3.6%	?	3.6%	21.8	2.3%	7.4%	2.2	-22.4%
47	CCn1ncc(/C=N\NC(=O)Cc2ccc([N+](=O)[O-])cc2)c1C	17.3%	1.2%	-3.8%	11.5%	-11.9	-1.5%	6.1%	-14.5	-15.9%
48	Cc1ccc(CNC(=O)c2nnc(Cc3ccc(Cl)cc3)o2)cc1	-2.9%	-23.0%&-5.1%	-0.5%&-15.2%	0.1%&8.2%	2.2	-5.0%	?	0.3&2.1	-14.7%&-9.6%
